DSG3 Ab inh: inhibitors of pemphigus antibody binding to human desmoglein-3; DSG3-coupled beads, scFv-anti-DSG3-GFP binding, flow cytometry; active compounds read low; binding (percent of control), % at 10 µM; hit rate 0.48% among 310,000; AID 588358;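 active = binding more than 3 SD below its plate's average and above zero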;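 note: hits lower antibody fragment binding to DSG3; some compounds called inactive have numbers as strong as hits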
Cardiac RTF inh: cardiac RTF calcium desensitization | P19429+P45379 | inhibition, % at 7.15 µM | IANBD-labeled cardiac RTF, Ca2+ fluorescence | hit rate 0.12% among 340,000 | AID 493244;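 active = inhibition above the mean inhibition of all tested compounds plus 3 SD, cut at about 17% in these data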;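 note: assay run at fixed EC70 calcium of 1.6 mM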
CAL PDZ FP-1: blocks peptide binding to human CAL PDZ domain; hit rate 0.02% among 330,000; purified CAL PDZ, TMR-peptide fluorescence polarization, 1 h; Q9HD26; AID 504414; inhibition, % at 20 µM;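 active = highest replicate inhibition of at least 40%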;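 note: plate controls were DMSO neutral control wells for no effect and unlabeled competitor peptide control wells for full effect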
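Test system: tagged CAL PDZ domain / Buffer or medium: sodium phosphate/NaCl buffer pH 7.4 with TCEP, IgG, Thesit / Reagent: TMR-labelled reporter peptide T*-PRC34 bound in PDZ groove / Compound dosing: single point, 20 µM / Schedule: 1 h incubation at room temperature before polarization reading / Technique: fluorescence polarization (mP) / Benchmarks: unlabelled peptide, DMSO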
V-ATPase pH: regulators of yeast V-ATPase proton transport. S. cerevisiae, pHLuorin cytosolic pH fluorescence. response, % at 10 µM. hit rate 0.37% among 350,000. AID 504577; in the data active = response mostly above about 7.3%, no sharp cut-off; inactive = mostly below about 5.4%; note: actives read high; inactives centre near 0; some compounds called inactive have numbers as strong as hits
Keap1-Nrf2 PPI: disrupts human Keap1 binding to Nrf2 peptide; Q14145; Keap1 Kelch-Nrf2 peptide fluorescence polarization, 1536-well; inhibition, % at 9.4 µM; hit rate 0.15% among 340,000; in the data active = inhibition above about 12%;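 note: human Keap1 Kelch domain with fluorescein labeled Nrf2 9mer peptide probe; 0% = neutral control wells and 100% = peptide positive control; higher means more block of Keap1 binding to Nrf2 peptide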
Target sequence (Q14145 whole entry, looked up, the tested form may be a part): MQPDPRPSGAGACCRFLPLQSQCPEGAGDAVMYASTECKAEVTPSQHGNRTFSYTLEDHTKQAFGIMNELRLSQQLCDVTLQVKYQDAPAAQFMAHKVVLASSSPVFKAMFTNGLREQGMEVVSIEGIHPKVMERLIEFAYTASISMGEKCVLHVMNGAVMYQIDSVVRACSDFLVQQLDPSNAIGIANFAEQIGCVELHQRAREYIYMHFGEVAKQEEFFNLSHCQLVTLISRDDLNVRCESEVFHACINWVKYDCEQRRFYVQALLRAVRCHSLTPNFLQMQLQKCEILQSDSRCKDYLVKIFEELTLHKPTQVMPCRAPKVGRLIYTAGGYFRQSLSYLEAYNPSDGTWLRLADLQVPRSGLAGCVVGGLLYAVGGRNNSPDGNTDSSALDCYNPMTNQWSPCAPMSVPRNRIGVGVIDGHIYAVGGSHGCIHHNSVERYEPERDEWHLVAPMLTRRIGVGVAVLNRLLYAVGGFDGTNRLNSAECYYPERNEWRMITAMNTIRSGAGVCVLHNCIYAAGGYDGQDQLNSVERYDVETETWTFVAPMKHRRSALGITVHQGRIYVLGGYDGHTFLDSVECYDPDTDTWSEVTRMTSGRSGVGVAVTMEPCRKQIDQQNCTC
C-LANA FP: blocks KSHV LANA C-terminal domain binding to DNA. MBP-C-LANA/FAM-LBS DNA binding, fluorescence polarization. inhibition, % at 9 µM. hit rate 0.078% among 340,000;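 active = highest replicate inhibition at or above 60% at 9 µM, even if other replicates fall short; inactive = all replicates below 60% inhibition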;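 note: 0% = neutral control wells and 100% = 4 µM acridine orange control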
CAL PDZ FP-2: CAL PDZ (human) peptide binding inhibition | Q9HD26 | purified CAL PDZ, TMR-peptide fluorescence polarization, 1 h | inhibition, % at 24.9 µM | hit rate 0.92% among 300,000 | AID 602252;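 active = mean inhibition of at least 30% with at least half of replicates also reaching 30%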;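 note: 0% = DMSO neutral control and 100% = excess unlabeled competitor peptide PRC23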
NSD2 inh: blocks human histone methyltransferase NSD2. O96028. NSD2 peptide methylation, AlphaScreen, 120 min. inhibition, % at 12.5 µM. hit rate 0.54% among 310,000. AID 743445; in the data active = inhibition above about 50%
Arr AP2 block: human beta-arrestin and AP2 interaction inhibition; hit rate 0.31% among 340,000; FITC-arrestin peptide / GST-AP2 beads, flow cytometry; AP2 beta2 appendage carries R879A mutation; inhibition, % at 10 µM;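 active = inhibition above a set limit, near 3 SD of compounds lacking own fluorescence, cut at about 54% in these data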;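 note: plate controls were DMSO wells for no effect and 5 µM unlabelled arrestin peptide for full effect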
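System: GST-tagged AP2 beta2-adaptin appendage (R879A) on 4 µm glutathione beads / Reagent: FITC-arrestin peptide, 50 nM / Detection: HyperCyt-sampled flow cytometry, FL1 channel, ex 488/em 535 nm / Timing: 12 min plus 1 h, RT / Buffer or medium: PBS plus Tween 20 (0.05%) and BSA (0.1%)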
DAGLB inh: diacylglycerol lipase beta (human) inhibition; hit rate 0.059% among 340,000; HEK293T DAGLB membrane lysate, EnzChek fluorogenic substrate; inhibition, % at 5.17 µM; Q8NCG7; in the data active = inhibition above about 34%;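 note: 0% = enzyme with vehicle and 100% = wells lacking enzyme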
An asterisk follows results filed as active; / = not tested or not shown. Some of the compounds tested; rates above refer to the full screens.

SMILES	DSG3 Ab inh	Cardiac RTF inh	CAL PDZ FP-1	V-ATPase pH	Keap1-Nrf2 PPI	C-LANA FP	CAL PDZ FP-2	NSD2 inh	Arr AP2 block	DAGLB inh
Cc1ccccc1NC(=O)NC1(C(=O)NCCCN2CCOCC2)CCCCC1	101.7	-3.1	-1.9	1.5	-5.8	-1.7	-3.0	-3.2	-2.6	-0.2
COc1ccc(S(=O)(=O)N2CCCC(C(=O)NCC3CCCO3)C2)cc1C (centres undefined)	100.7	0.5	-1.5	-0.8	0.9	1.0	-3.5	-5.4	3.7	2.0
CCc1ccc(NS(=O)(=O)c2ccc3[nH]cc(C(=O)N4CCc5ccccc54)c(=O)c3c2)cc1	/	-6.4	-3.8	-4.6	2.0	-0.4	-2.4	0.9	23.1	-6.2
CN(Cc1cccc(F)c1)C(=O)C1CC(=O)N(Cc2ccco2)C1 (centres undefined)	103.0	/	/	-1.7	/	/	/	-1.3	/	1.1
O=C(CC1C(=O)NCCN1C(=O)Nc1ccc(F)cc1F)Nc1cc(Cl)ccc1Cl (centres undefined)	113.8	-3.4	-0.7	-1.9	0.9	0.6	-7.3	-0.7	1.9	0.4
O=C(COC(=O)c1cccnc1Cl)c1ccc(OC(F)F)cc1	/	1.1	-0.2	-1.8	-2.7	0.4	-1.1	-7.2	-4.6	-1.3
CCOCCCNC(=O)CCc1nnc2ccc(N3CCCCC3)nn12	93.9	-7.8	-1.5	-1.5	-3.6	-2.2	-0.4	-1.8	11.7	3.1
Cc1ncc(CO)n1Cc1ccc(Cl)cc1	106.0	/	/	-3.2	/	/	/	-1.1	/	-1.6
CCN1C(=O)C(CC(=O)Nc2ccc(OC)cc2)N(CCN2CCOCC2)C1=S (centres undefined)	/	8.6	0.4	-1.3	-6.4	0.4	-2.4	-1.1	-19.4	3.6
CC(C)(C)c1ccc(-c2ncccc2O)cc1	119.3	-3.2	-1.0	1.3	4.1	-0.3	-1.9	/	-25.6	-5.4
COc1ccc(-c2noc(CCC(=O)NCC3CCN(Cc4cccc(C)c4)CC3)n2)cc1	92.5	-0.4	1.7	0.0	-5.7	1.0	-5.2	-1.6	1.9	-0.6
CCN1CCN(CC2COc3ccccc3O2)CC1 (centres undefined)	107.5	-3.9	0.8	3.5	0.2	-2.3	-2.5	3.6	0.3	-4.1
Cc1[nH]n(-c2ccc(Br)cc2)c(=O)c1/C=N/NC(=O)c1ccccc1	93.5	-0.8	/	-1.3	1.7	0.7	-1.3	1.5	32.6	1.4
CCOC(=O)c1cccc(NC(=O)CSc2nnc(COc3ccc(Cl)cc3)o2)c1	79.6	-7.8	-1.3	-0.3	3.0	1.8	-2.5	-2.9	-1.3	-2.7
CCOC(=O)c1c(C)oc2cc(Br)c(OCC(N)=O)cc12	100.8	3.1	-1.6	-3.8	-1.7	0.7	1.1	-4.9	1.2	-0.3
O=C(Nc1ccc(OC(F)F)cc1)Nc1cccc(C(F)(F)F)c1	98.4	-8.5	-0.9	-3.9	3.4	-0.5	-1.8	-4.0	-4.1	-4.7
Cc1c(OC(C)C(=O)NCC2CCC(C(=O)O)CC2)ccc2c3c(c(=O)oc12)CCCC3 (centres undefined)	/	-0.5	-1.5	4.5	-3.8	-1.0	-1.2	-0.7	-6.7	1.3
Cc1ccccc1NC(=O)CSc1nc2[nH]c(=O)cc(O)c2s1	103.0	-3.5	-2.0	-3.4	0.8	0.4	-3.9	0.8	-16.3	4.5
CCOc1ccc(OCC(O)CN2CCc3ccccc3C2)cc1 (centres undefined)	97.9	-11.9	-2.8	1.2	-3.3	1.3	3.0	3.4	2.4	1.7
CCOC(=O)CNC(=O)c1cc(-c2ccccn2)nc2c(C)c(Cl)ccc12	115.1	-3.4	-0.2	1.3	-1.5	0.9	0.9	-1.1	-23.1	-2.2
CN(C)c1nc(-c2ccccc2)nnc1C(F)(F)F	113.5	-3.9	0.9	-3.4	-3.7	-1.3	-1.2	11.0	25.3	-5.2
COCc1c(C(=O)OC)nnn1-c1ccccc1	98.6	-6.6	-0.6	0.1	4.4	0.0	-7.4	30.6	18.8	1.8
COc1ccc(S(=O)(=O)N(C)C[C@H]2Oc3ccc(NS(=O)(=O)c4cccs4)cc3CC(=O)N([C@H](C)CO)C[C@H]2C)cc1	110.0	-7.3	-0.3	3.1	-1.2	-0.6	0.8	/	6.5	1.2
O=C(Nc1ccc(S(=O)(=O)Nc2nccs2)cc1)c1cc(-c2ccccc2)nc2ccccc12	97.7	-3.2	-2.1	-2.5	-6.5	0.0	0.3	1.8	-5.2	7.2
Cn1c(-c2ccccc2[N+](=O)[O-])[n+](C)c2ccccc21	/	-3.4	-0.8	0.1	-4.5	0.0	-7.9	-4.8	-0.1	-2.5

Some values from above:
Keap1-Nrf2 PPI with O=C(Nc1ccc(OC(F)F)cc1)Nc1cccc(C(F)(F)F)c1 stands at 3.4
CAL PDZ FP-1 with CCN1C(=O)C(CC(=O)Nc2ccc(OC)cc2)N(CCN2CCOCC2)C1=S (centres undefined) stands at 0.4

In the list so far, 4 contain an aryl methoxy group:
SMILES	DSG3 Ab inh	Cardiac RTF inh	CAL PDZ FP-1	V-ATPase pH	Keap1-Nrf2 PPI	C-LANA FP	CAL PDZ FP-2	NSD2 inh	Arr AP2 block	DAGLB inh
COc1ccc(S(=O)(=O)N2CCCC(C(=O)NCC3CCCO3)C2)cc1C (centres undefined)	100.7	0.5	-1.5	-0.8	0.9	1.0	-3.5	-5.4	3.7	2.0
CCN1C(=O)C(CC(=O)Nc2ccc(OC)cc2)N(CCN2CCOCC2)C1=S (centres undefined)	/	8.6	0.4	-1.3	-6.4	0.4	-2.4	-1.1	-19.4	3.6
COc1ccc(-c2noc(CCC(=O)NCC3CCN(Cc4cccc(C)c4)CC3)n2)cc1	92.5	-0.4	1.7	0.0	-5.7	1.0	-5.2	-1.6	1.9	-0.6
COc1ccc(S(=O)(=O)N(C)C[C@H]2Oc3ccc(NS(=O)(=O)c4cccs4)cc3CC(=O)N([C@H](C)CO)C[C@H]2C)cc1	110.0	-7.3	-0.3	3.1	-1.2	-0.6	0.8	/	6.5	1.2

Additional structures follow.
SMILES	DSG3 Ab inh	Cardiac RTF inh	CAL PDZ FP-1	V-ATPase pH	Keap1-Nrf2 PPI	C-LANA FP	CAL PDZ FP-2	NSD2 inh	Arr AP2 block	DAGLB inh
COCCNC(=O)c1onc(CSc2cc(C)ccc2C)c1C(=O)O	96.5	-5.6	-0.4	-4.7	-3.6	-1.8	-0.8	/	6.3	2.0
O=c1[nH]c(C2CCCN(S(=O)(=O)c3ccc(F)cc3)C2)nc2c1nnn2Cc1ccccc1 (centres undefined)	102.0	-8.4	-3.6	2.4	-7.1	-2.2	/	6.5	5.3	3.2
COC(=O)c1cc(=O)n(-c2c(Cl)cc(C(F)(F)F)cc2Cl)[nH]1	91.7	3.8	0.9	-0.1	1.4	1.5	3.2	-2.1	-2.2	-0.9
CCCCOc1ccc(S(=O)(=O)N2CCCCC2)cc1	100.8	-12.7	-1.6	-1.1	-3.4	-0.6	-6.7	-5.9	-13.6	-8.2
O=C(O)C1CCC(CNS(=O)(=O)c2ccccc2)CC1 (centres undefined)	93.9	-3.0	0.0	2.2	2.4	2.0	-4.0	0.3	23.1	-1.0
NC(=O)Nn1c(CCC(=O)O)ccc1-c1ccc(F)cc1	/	-2.0	/	3.7	-2.5	0.1	4.4	/	2.0	-2.6
Cc1ccc(C(=O)NCC(=O)NCC(c2cccs2)N2CCOCC2)cc1 (centres undefined)	102.4	-1.5	-1.2	-0.3	-6.2	3.3	1.2	1.3	19.1	-1.1
COc1ccc(N2CCN(C(=O)C(=O)c3cn(CC(=O)N4CCCCCC4)c4ccccc34)CC2)cc1	/	0.6	-1.6	2.4	3.2	-0.3	-3.7	10.3	2.9	0.5
N/C(=N\OC(=O)CCC1CCCCC1)c1cccc([N+](=O)[O-])c1	96.5	-5.3	0.8	-5.5	0.5	1.9	-4.1	-0.9	-0.8	-2.1
O=C(NCc1ccco1)C1(S(=O)(=O)c2ccccc2)CC=CC1	99.7	9.0	0.5	4.4	3.0	0.3	-2.0	/	-10.4	-0.5
CN(CC(=O)Nc1ccc(F)cc1)S(=O)(=O)c1ccc2c(c1)c(=O)n(C)c(=O)n2C	101.3	0.8	-1.8	0.9	-7.3	1.2	0.2	-0.7	2.5	-0.7
O=C(CN1CCCCC1)Nc1cccc([N+](=O)[O-])c1	99.4	-7.2	-0.3	-2.3	-1.2	1.9	2.5	-3.0	16.1	2.5
CCC(=O)NC(=S)Nc1ccc(-c2nc3ccc(C)cc3s2)cc1	99.3	6.0	-0.8	-1.0	-3.9	-1.0	-3.3	0.1	1.4	-1.9
COc1cc(-c2cc(-c3ccc(N)cc3)[nH]c(=O)c2C#N)cc(OC)c1OC	122.2	-13.3	-6.6	-0.6	-1.4	1.2	-2.9	-7.9	3.7	-4.5
CN(Cc1ccccc1)C(=O)C1CCCN1S(=O)(=O)c1ccc2c(c1)n(C)c(=O)c(=O)n2C (centres undefined)	98.2	-1.7	-2.6	4.2	-0.3	-0.7	-3.5	-2.9	-1.5	-2.6
COc1ccccc1NC(=O)CCS(=O)(=O)c1ccc2c(c1)oc(=O)n2C	/	-0.2	-3.0	4.5	0.5	-0.1	1.6	8.2	0.0	3.5
O=C(CSc1nc2c(sc3ccccc32)c(=O)n1Cc1ccco1)NCC1CCCO1 (centres undefined)	102.6	-0.5	-0.9	1.9	-3.4	0.8	-5.1	-1.5	11.9	-0.8
Cn1c(N2CCCCC2)nc2c1c(=O)n(Cc1cccc(Br)c1)c(=O)n2C	91.3	-0.8	-0.6	2.2	-4.0	-0.7	1.2	/	-7.9	0.4
CCOC(=O)C1(CCOc2ccccc2)CCN(Cc2ccc(OCC)c(CO)c2)CC1	121.7	-0.6	-1.2	1.8	-5.9	-3.1	-0.1	15.1	0.9	1.0
CC(C)[C@H](NC(=O)c1ccccc1)C(=O)NC1=NCCS1	81.9	0.7	-0.6	1.6	-4.4	0.3	/	-1.5	1.9	-1.4
CNC(=O)C1=NCCCc2cc(OC)c(OC)cc21	/	-22.2	-1.9	-1.2	-5.1	2.9	-0.7	-9.3	15.2	0.3
O=C(CN1C(=O)CSc2ccc(S(=O)(=O)N3CCOCC3)cc21)NCc1ccc(Cl)cc1	93.9	-6.0	-0.8	-2.9	2.6	-1.6	4.6	-2.3	4.9	4.2
Cc1c(-c2ccccc2)c(P(=O)(N2CCOCC2)N2CCOCC2)c2ccccn12	97.0	-4.8	-0.3	2.0	-2.2	1.6	-3.6	-0.8	19.2	0.3

Screening data as filed in PubChem BioAssay.
